High-throughput results from PubChem BioAssay.
LMPTP block = LMPTP (human) inhibition; recombinant LMPTP-A, OMFP fluorogenic substrate, fluorescence intensity; inhibition, % at 20 µM; hit rate 0.22% among 360,000; AID 651560;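 active = compounds that cut the enzyme signal by at least half of the control window in the single-dose screen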;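 note: plate controls were DMSO wells with enzyme plus substrate for no effect and substrate without enzyme for full effect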
Target sequence (P24666 whole entry, looked up): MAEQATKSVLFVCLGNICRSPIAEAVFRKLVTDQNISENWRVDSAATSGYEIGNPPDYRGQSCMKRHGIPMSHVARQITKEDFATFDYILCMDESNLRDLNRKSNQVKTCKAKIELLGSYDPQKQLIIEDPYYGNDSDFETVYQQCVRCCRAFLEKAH
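Test system – LMPTP-A phosphatase enzyme · Quantity – 0.625 nM LMPTP-A final · Reagent – OMFP substrate, 400 µM final · Dosing – one test concentration per compound, 20 µM, with 3% DMSO overall · Timing – 50 min enzyme reaction at room temperature, protected from light · Detection – fluorescence intensity · Controls – substrate-only low control, DMSO enzyme-plus-substrate high control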
MT1-MMP act inh = MT1-MMP (human) activation inhibition; HT1080 RFP-PRO-GFP cells, GFP/RFP ratio fluorescence, overnight; percent of plate control window, DMSO zero; GFP/RFP ratio change, % at 20 µM; hit rate 0.061% among 360,000; AID 651647;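 active = GFP/RFP ratio change of at least 30% with cell ATP level not reduced by more than half and red fluorescence within 50% of control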; note: strong numbers were not always called active
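Read-out: GFP/RFP fluorescence ratio; Test system: RFP-PRO-GFP reporter HT1080 cells; Compound dosing: single-point 20 µM compound, 1% DMSO; Times: overnight compound exposure at 37 °C.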
NadD block = NadD (S. aureus) enzyme inhibition. purified NadD enzyme, colorimetric absorbance read-out. inhibition, % at 20 µM. hit rate 0.78% among 360,000. AID 602399; in the data active = inhibition above about 26%; note: some compounds past the cut are filed as inactive
DNMT1 inh = blocks human DNA methyltransferase DNMT1 | hit rate 0.83% among 360,000 | P26358 | inhibition (reported as % activation of signal), % at 10 µM | DNMT1 molecular beacon, Hinp1I cleavage, fluorescence; in the data active = inhibition above about 50%
SUMO1-SIM PPI = SUMO1-SIM interaction modulation; hit rate 0.33% among 360,000; inhibition, % at 20 µM; SUMO1 binding to a labelled peptide, TR-FRET, 1 h; P63165; in the data active = inhibition above about 37%
SKN-1 block = inhibitors of C. elegans SKN-1. C. elegans VP596 Pgst-4::GFP/RFP ratio, acrylamide-induced, 24 h. inhibition, % at 21.8 µM. hit rate 0.49% among 360,000. AID 624304;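 active = interference check ratio from 0.5 to 1.5 plus GFP to RFP signal ratio inhibition reaching or exceeding a fixed threshold, cut at about 30% in these data, passing the limit was not always enough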; note: some compounds called inactive have numbers as strong as hits
NRP1-CendR mod = alters CendR peptide binding to human NRP-1; FAM-RPARPAR peptide binding to NRP-1, fluorescence polarization; hit rate 0.85% among 360,000; O14786; inhibition, % at 25 µM;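 active = inhibition or corrected inhibition above about 18%, plus a signal ratio from 0.5 to 1.5, limit read from the data, passing the limit was not always enough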; note: strong numbers were not always called active
Scp-1 inhibitor = blocks human Scp-1 phosphatase activity; Recombinant Scp1, phosphopeptide, malachite green phosphate absorbance; AID 493091; hit rate 0.88% among 340,000; Q9GZU7; inhibition, % at 20 µM;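 active = inhibition above about 50% at 20 µM, limit read from the data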;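 note: plate controls were DMSO wells with enzyme for no effect and wells lacking enzyme for full effect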
Target sequence (Q9GZU7 76-261 limits assumed): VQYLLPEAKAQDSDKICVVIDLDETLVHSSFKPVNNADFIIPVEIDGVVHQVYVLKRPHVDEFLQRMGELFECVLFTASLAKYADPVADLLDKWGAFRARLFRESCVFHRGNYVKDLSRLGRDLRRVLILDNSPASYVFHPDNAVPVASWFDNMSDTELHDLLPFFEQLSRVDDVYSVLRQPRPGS
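Material – SCP-1 phosphatase catalytic domain, residues 76-261 · Buffer or medium – Acidic Tris acetate buffer with magnesium and detergent · Also added – Phospho 17-mer peptide substrate · Compound – single 20 µM dose, 1% DMSO · Times – 45 min room-temperature reaction, 5 min colour, 30 min stabiliser · Technique – Phosphate-binding colour reagent, absorbance read at 630 nm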
STEP inh = inhibitors of human striatal-enriched phosphatase STEP; recombinant STEP, OMFP fluorogenic substrate, fluorescence; inhibition, % at 20 µM; hit rate 0.25% among 360,000;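 active = inhibition at 20 µM, scaled per plate between control wells, above about 37%, limit read from the data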;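 note: 0% = DMSO with enzyme and substrate and 100% = substrate only without enzyme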
Target sequence (P54829 whole entry, looked up): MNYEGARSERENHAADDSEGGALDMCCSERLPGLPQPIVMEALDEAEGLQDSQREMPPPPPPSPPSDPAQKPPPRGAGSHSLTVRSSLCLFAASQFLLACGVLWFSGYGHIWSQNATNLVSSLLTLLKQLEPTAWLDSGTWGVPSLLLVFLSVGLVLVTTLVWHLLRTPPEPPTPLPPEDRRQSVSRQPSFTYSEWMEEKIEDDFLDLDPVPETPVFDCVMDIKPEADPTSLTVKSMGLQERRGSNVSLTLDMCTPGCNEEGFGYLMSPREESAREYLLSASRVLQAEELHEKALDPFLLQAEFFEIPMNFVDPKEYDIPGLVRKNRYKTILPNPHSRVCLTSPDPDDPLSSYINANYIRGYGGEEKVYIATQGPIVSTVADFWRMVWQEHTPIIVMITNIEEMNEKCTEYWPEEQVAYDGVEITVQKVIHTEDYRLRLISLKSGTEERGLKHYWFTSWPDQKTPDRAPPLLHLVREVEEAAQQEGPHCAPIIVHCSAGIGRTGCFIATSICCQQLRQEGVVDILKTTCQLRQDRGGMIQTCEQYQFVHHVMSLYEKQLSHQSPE
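Test system: STEP tyrosine phosphatase / Reagent: OMFP at 25 µM / Doses: 20 µM, 1% DMSO / Read-out: percent inhibition scaled to no-enzyme and uninhibited-enzyme controls, plate-pattern corrected / Detection: FITC-channel fluorescence of OMFP product / Medium: Bis-Tris buffer pH 6.0, 2.5 mM DTT, 0.005% Tween 20 / Schedule: 20 min at room temperature, dark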
Rpn11 block = inhibitors of human proteasome Rpn11; AID 588493; calls only at 20 µM; hit rate 0.59% among 360,000; human 26S proteasome, Ub4-pepOG fluorescence polarization; 20S core pre-blocked with epoxomicin;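 active = inhibition at 20 µM, scaled to each plate's controls, above about 33%, limit read from the data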
An asterisk follows results filed as active; i = inactive; . = not tested or not shown.

Order of values – LMPTP block	MT1-MMP act inh	NadD block	DNMT1 inh	SUMO1-SIM PPI	SKN-1 block	NRP1-CendR mod	Scp-1 inhibitor	STEP inh	Rpn11 block
1: Cn1nnnc1SCC(=O)NCc1cccc(C(=O)O)c1
 : -1.8	0	-3	0	3	-3	4	-8	-5	i
2: Cc1cccc(NC(=S)NN2CCN(C)CC2)c1C
 : -2.4	0	-3	0	19	-5	4	-7	3	i
3: c1ccc2c(c1)oc1c(NCc3ccc4c(c3)OCO4)ncnc12
 : 2.1	-4	-7	-1	-1	-1	-7	6	-1	i
4: Cc1ccc(NC(=O)c2nc[nH]c2C(=O)NCC(=O)OC(C)(C)C)cc1
 : 1.4	8	5	7	6	-5	7	-1	-2	i
5: Cc1cc(C)c2sc(N(CCCN(C)C)C(=O)CN3C(=O)c4ccccc4C3=O)nc2c1
 : -1.4	4	-9	3	-15	-6	10	-6	-2	i
6: CC(=O)Nc1cc(-c2ccc(F)cc2)[nH]n1
 : -1.1	0	-2	3	-1	-1	-7	-1	0	i
7: COc1ccccc1NC(=O)C1CCCCC1
 : -0.2	4	5	2	-2	7	-4	-5	-1	i
8: C=CCC1(NC(C)c2ccccc2)CCCCC1 (stereo not drawn)
 : -1.7	0	-1	9	1	4	11	6	-2	i
9: CCOC(=O)C1(Cc2cccc(F)c2)CCN(Cc2ccc(COC)o2)CC1
 : 0.7	1	-5	-1	17	-2	-3	-1	-2	i
10: CC(C)c1ccc(NC2CCCN(C(=O)c3cc(C(C)C)[nH]n3)C2)cc1 (stereo not drawn)
 : -0.2	2	2	0	4	7	11	-2	2	i
11: COc1ccccc1NC(=O)c1ccc(-n2cccn2)nc1
 : -1.0	-2	0	-1	0	-7	-10	-9	-1	i
12: COc1ccc(N2C(=O)CSC2c2ccc([N+](=O)[O-])cc2)cc1 (stereo not drawn)
 : -1.2	1	-6	1	-26	-1	14	-10	-1	i
13: CC(c1ccc(Cl)cc1)n1c(-c2ccc3ccccc3n2)n[nH]c1=S (stereo not drawn)
 : 0.4	-6	10	0	-2	13	21	6	2	i
14: CC(CCc1ccco1)NC(=O)CSc1cc(=O)n(C)c2ccccc12 (stereo not drawn)
 : 0.6	-1	-3	5	5	37*	8	-5	0	i
15: CC[N+]1(C)CCC(=C2c3ccccc3CC(=O)c3sccc32)CC1 (stereo not drawn)
 : -0.4	4	-3	-5	-4	10	-2	0	0	i

Structural class, those above with a furan ring, fused or not.
Order of values – LMPTP block	MT1-MMP act inh	NadD block	DNMT1 inh	SUMO1-SIM PPI	SKN-1 block	NRP1-CendR mod	Scp-1 inhibitor	STEP inh	Rpn11 block
3: c1ccc2c(c1)oc1c(NCc3ccc4c(c3)OCO4)ncnc12
 : 2.1	-4	-7	-1	-1	-1	-7	6	-1	i
9: CCOC(=O)C1(Cc2cccc(F)c2)CCN(Cc2ccc(COC)o2)CC1
 : 0.7	1	-5	-1	17	-2	-3	-1	-2	i
14: CC(CCc1ccco1)NC(=O)CSc1cc(=O)n(C)c2ccccc12 (stereo not drawn)
 : 0.6	-1	-3	5	5	37*	8	-5	0	i

Following part:
Order of values – LMPTP block	MT1-MMP act inh	NadD block	DNMT1 inh	SUMO1-SIM PPI	SKN-1 block	NRP1-CendR mod	Scp-1 inhibitor	STEP inh	Rpn11 block
16: Cc1nnc(SCC(=O)Nc2nsc(-c3ccc(Cl)cc3)n2)s1
 : 2.9	-4	5	45	-9	-12	-7	70*	13	i
17: O=C(c1cnn(-c2ccccc2)c1)c1ccccc1O
 : 0.4	0	-7	-2	-2	-2	1	-9	2	i
18: COc1ccc(NC(=O)Cn2nnc(-c3ccccc3NC(=O)C3CC3)n2)cc1
 : -1.6	-1	-7	-5	-2	4	6	-4	-1	i
19: CCc1nc2oc3ccccc3c(=O)c2c(=O)n1-c1ccccc1
 : -0.3	4	-2	8	4	30*	14	2	-2	i
20: CCC/C(C)=N/NC(=O)c1ccccc1O
 : -3.2	3	-2	2	3	-1	-4	-9	0	i
21: O=C(CSc1nc2ccccc2s1)N1c2ccccc2Sc2ccc(C(F)(F)F)cc21
 : 2.5	-3	3	0	-1	-3	-8	-11	2	i
22: COc1ccc(CCNC(=O)Cc2c(Cl)cccc2Cl)cc1
 : -0.5	1	4	-2	-5	-1	7	-4	-1	i
23: COc1ccc(N2C(=O)CC(c3ccc(OC(C)C)cc3)C2=O)cc1 (stereo not drawn)
 : -0.4	2	-7	-19	0	-7	3	-7	-4	i
24: COc1ccc(-c2ccc(C(=O)N3CCOCC3)c3occc23)c(C)c1
 : -0.9	8	-6	4	-2	29	-3	.	-2	i
25: CCOC(=O)CSC1=C(C#N)C(c2ccccc2F)C(C(C)=O)=C(C)N1 (stereo not drawn)
 : 1.5	-7	-6	-8	-2	10	6	0	3	i
26: COc1ccccc1CNC(=O)C1CCC(CNS(=O)(=O)c2ccccc2)CC1 (stereo not drawn)
 : -1.2	2	-7	-1	-3	3	-1	-10	-2	i
27: S=C(Nc1cccc(Cl)c1)NC1CC2CCCC(C1)N2C1CCCC1 (stereo not drawn)
 : -0.6	1	-5	-3	5	-1	2	-6	10	i
28: Cc1cccc(-n2c(Cc3cc(=O)[nH]c(=O)[nH]3)nnc2SCC(=O)Nc2cccc(C(F)(F)F)c2)c1
 : -1.6	-1	-2	-2	3	6	-4	-1	-2	i
29: O=C(CSc1nncs1)Nc1ccc2c(c1)OCO2
 : -0.7	1	-9	0	4	-3	3	-8	2	i
30: Brc1ccsc1/C=N/Nc1ccccc1
 : 3.2	-1	-2	-8	-2	6	0	-9	0	i
31: COc1ccc(C(=O)O)cc1NCc1cccnc1
 : -1.7	2	0	-4	2	-5	5	0	-4	i
32: CN(Cc1cccs1)C(=O)CCNS(=O)(=O)c1ccc(Br)cc1
 : -0.6	0	-11	1	9	-17	16	-10	2	i
33: C=CCn1c(O)c(C2=c3ccccc3=NC2=O)s/c1=N/c1nccs1
 : 6.5	11	33*	10	-6	7	10	-13	10	i
34: CCc1ccc(OCCNC(=O)c2ccccc2SCc2ccccc2)cc1
 : 6.8	-11	7	3	-1	-12	10	-9	2	i
35: CCOC(=O)c1c(NC(=O)CSc2nnc(C)c(=O)[nH]2)sc2c1CCCC2
 : -1.0	1	6	-5	25	-13	-2	-13	4	i
36: NS(=O)(=O)c1ccc(CCNc2ccc(C(F)(F)F)cn2)cc1
 : 0.1	-2	7	-3	-8	13	2	-10	-1	i
37: CCCn1c(=S)[nH]c2cc(C(=O)N(CCO)Cc3ccccc3)ccc2c1=O
 : -0.3	3	-5	1	5	8	2	-9	-1	i
38: O=C(NC1CCCCC1)N1CCSC1=Nc1ccccc1
 : 1.8	3	6	-2	1	6	2	-2	-1	i
39: Cc1cccc(C)c1NC(=O)C(CCc1ccccc1)N1CCN(C)CC1 (stereo not drawn)
 : -0.8	2	.	.	2	-3	-16	.	.	.
40: [O-]/[N+](=C/c1ccccc1)c1ccccc1
 : -0.7	-12	1	-1	-4	8	1	-5	-4	i
41: Cn1c2ccccc2c2c(C(=O)NCC3CCCO3)cn(C3CCCC3)c(=O)c21 (stereo not drawn)
 : 1.0	-3	-1	-10	-9	10	-6	-5	1	i
42: CC/C(=N\NC(=O)CSc1ncccn1)c1ccc2c(c1)OCCO2
 : -1.8	8	-3	4	0	-3	3	1	0	i
43: CCNC(=O)c1cccc(NC(=O)c2cc(C3CC3)nc3c2cnn3C(C)C)c1
 : 1.9	3	0	-1	0	7	-2	-9	0	i
44: Cc1ccccc1NC(=O)c1ccco1
 : -0.5	0	3	0	1	2	1	1	2	i
45: O=C(CN1CCN(Cc2ccc(F)cc2Cl)C1=O)NCCc1ccc(Cl)cc1
 : 0.3	-1	3	-4	2	7	6	-6	1	i
46: COc1ccccc1-c1cc(C(=O)Nc2ccccc2SC)no1
 : 0.7	-3	-3	-5	-1	-1	10	-4	2	i
47: CC1CCCN(C(=O)C23CCC(C)(C(=O)C2)C3(C)C)C1 (stereo not drawn)
 : -2.2	2	0	1	2	-10	-1	3	-5	i
48: O=C(O)C(CCc1ccccn1)c1ccccc1 (stereo not drawn)
 : -0.9	2	-1	-1	0	3	-2	-4	-1	i
49: CCOC(=O)C1(CCOc2ccccc2)CCN(C(=O)c2cncs2)CC1
 : 0.0	0	-8	1	-2	1	13	-1	2	i
50: C/C=C/C=C\C(=O)Nc1cccc(C2=NOC3(C2)C[C@@H](C(N)=O)N(C(=O)c2cc([N+](=O)[O-])cc([N+](=O)[O-])c2C)C3)c1 (stereo partly drawn)
 : 0.3	1	23	-17	-23	-3	1	-2	-4	i
51: Cc1cccc(NC(=O)CC2C(=O)NCCN2C(=O)Nc2ccc(Cl)cc2)c1 (stereo not drawn)
 : 2.0	1	-10	4	-1	-6	3	-11	-5	i
52: C[C@@H]1CN([C@H](C)CO)C(=O)CCCn2nncc2CO[C@H]1CN(C)Cc1cccc(C(F)(F)F)c1
 : -2.4	3	-4	3	4	7	1	.	3	i
53: CS(=O)(=O)c1ccc(C(=O)Nc2nc(-c3ccco3)c(-c3ccco3)s2)cc1
 : 4.7	-2	29*	19	14	0	-30	21	3	i
54: CC1CCCN(C(=O)COC(=O)CNC(=O)c2sc3ccccc3c2Cl)C1 (stereo not drawn)
 : -0.3	-3	-2	8	-13	17	6	7	0	i
